Source: PubChem BioAssay (National Center for Advancing Translational Sciences (NCATS))
GPT2 inh: blocks human glutamate pyruvate transaminase 2; Q8TD30; Recombinant GPT2, coupled pyruvate oxidase/HRP Amplex Red fluorescence; Potency, µM (top dose mostly 57.7 µM), without a hit: top-dose activity change, negative = inhibition, usual class: inhibitors; 0.25% of 100,000 active; note: potency is the fitted concentration of half-maximal effect; nearly all actives have a fitted effect of over 60% in size; many of its hits are not listed in these tables
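Inhibition is scored from Amplex Red fluorescence generated when pyruvate oxidase and HRP act on pyruvate released by GPT2. Reactions contain 10ng/uL enzyme, 250uM a-KG and 2mM L-alanine and run 30 min at room temperature.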
SNCA viab count: counter-screen for SNCA expression inhibitors: cell viability; HEK-293-SNCA-luc viability, GF-AFC fluorescence, 24 h; Potency, µM (top dose mostly 57.1 µM), for the others: top-dose activity change, negative = cytotoxicity, usual class: cytotoxic; 0.12% of 150,000 active;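 note: potency is the fitted concentration of half-maximal effect; 0% = DMSO-treated cells and -100% = medium-only wells without cells; nearly all actives have a fitted effect of over 30% in size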
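Cytotoxicity counterscreen: after 24 h compound treatment of genome-edited SNCA-luciferase HEK-293 cells, live-cell protease substrate GF-AFC read by fluorescence after 30 min; activity scaled between DMSO (0%) and medium-only (-100%), curves Hill-fitted.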
NIH3T3 tox: NIH 3T3 cell cytotoxicity; Potency, µM (highest dose often 96.7 µM), for inactives: top-dose activity change, negative = cytotoxicity, hits mostly inhibitors; NIH 3T3 viability, CellTiter-Glo ATP luminescence, 48-72 h; 4.3% of 94,000 active; note: potency is the fitted concentration of half-maximal effect; nearly all actives have a fitted effect of over 55% in size
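Cytotoxicity is measured as loss of cellular ATP: NIH 3T3 cells (400/well) are exposed to compound for 48 or 72 hr at 37 °C, then CellTiter-Glo luminescence is imaged after 10 min at room temperature.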
FLuc inh: Photinus pyralis luciferase inhibition; P08659; Potency, µM (highest dose often 115 µM), for inactives: top-dose activity change, negative = inhibition, actives largely listed as inhibitors; 2.5% of 76,000 active; purified P. pyralis luciferase, luminescence, biochemical; note: potency is the fitted concentration of half-maximal effect; nearly all actives have a fitted effect of over 65% in size
Target sequence (P08659 whole entry, looked up): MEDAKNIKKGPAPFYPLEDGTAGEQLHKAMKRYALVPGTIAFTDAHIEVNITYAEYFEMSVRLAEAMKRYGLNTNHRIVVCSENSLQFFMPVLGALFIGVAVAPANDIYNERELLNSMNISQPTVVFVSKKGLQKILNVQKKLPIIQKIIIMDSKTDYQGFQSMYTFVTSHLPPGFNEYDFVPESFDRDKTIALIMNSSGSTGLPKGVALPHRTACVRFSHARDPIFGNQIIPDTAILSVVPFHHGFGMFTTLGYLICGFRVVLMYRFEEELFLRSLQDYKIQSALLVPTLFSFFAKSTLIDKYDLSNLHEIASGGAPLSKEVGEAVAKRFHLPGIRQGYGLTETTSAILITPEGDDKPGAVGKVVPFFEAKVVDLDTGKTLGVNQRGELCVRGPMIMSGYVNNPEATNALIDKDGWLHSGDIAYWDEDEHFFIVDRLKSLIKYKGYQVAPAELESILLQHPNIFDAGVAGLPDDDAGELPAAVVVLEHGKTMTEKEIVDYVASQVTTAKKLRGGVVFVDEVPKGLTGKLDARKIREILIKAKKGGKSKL
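Purified 10nM P. pyralis luciferase with 10uM D-luciferin and 10uM ATP in 50mM Tris acetate pH 7.5, 10mM Mg acetate, 0.01% Tween-20, 0.05% BSA. qHTS titration; luminescence read by CCD imager.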
HEK cytotox: HEK 293 cell cytotoxicity; HEK 293 viability, ATP luminescence (CellTiter-Glo), 48-72 h; Potency, µM (top dose mostly 115 µM), inactives show top-dose activity change, negative = cytotoxicity, most hits filed as inhibitors; 6.6% of 94,000 active; note: potency is the fitted concentration of half-maximal effect; nearly all actives have a fitted effect of over 60% in size
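Pintool-delivered compounds were incubated with HEK 293 cells (250 cells/well) at 37 degree Celsius for 48 or 72 hr. ATP-dependent luminescence (CellTiter-Glo) then reported remaining viable cells.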
SNCA expr inh: SNCA gene expression inhibition. Potency, µM (doses to about 57.2 µM), without a hit: top-dose activity change, negative = inhibition, most hits filed as inhibitors. AID 1671194. 0.17% of 140,000 active. HEK-293 SNCA-luciferase knock-in, luminescence, 24 h;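 note: potency is the fitted concentration of half-maximal effect; plate controls were DMSO cells for no effect and cell-free wells for full effect; nearly all actives have a fitted effect of over 45% in size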
IP6K1 inh: blocks human inositol hexakisphosphate kinase 1; activity change, % (series mostly up to about 58 µM); IP6K1 kinase, ADP-Glo luminescence, 2 h; active compounds read low; Q92551; 0.81% of 140,000 active; in the data active = activity change below about -25%
Target sequence (Q92551 whole entry, looked up): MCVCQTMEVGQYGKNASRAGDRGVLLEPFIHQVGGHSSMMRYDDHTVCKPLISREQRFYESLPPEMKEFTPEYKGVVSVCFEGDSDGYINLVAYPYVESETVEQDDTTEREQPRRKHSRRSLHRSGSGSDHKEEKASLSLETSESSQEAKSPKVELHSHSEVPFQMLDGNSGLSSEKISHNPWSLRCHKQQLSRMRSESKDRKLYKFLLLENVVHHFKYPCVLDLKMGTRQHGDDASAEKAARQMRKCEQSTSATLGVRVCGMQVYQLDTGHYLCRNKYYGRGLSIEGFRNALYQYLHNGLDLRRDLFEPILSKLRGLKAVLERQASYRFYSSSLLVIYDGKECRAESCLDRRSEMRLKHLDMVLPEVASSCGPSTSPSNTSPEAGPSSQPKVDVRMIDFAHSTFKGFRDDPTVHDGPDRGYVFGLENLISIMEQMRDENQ
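ADP-Glo luminescence measures ADP made by human IP6K1 during a 2 h RT reaction with ATP/IP6 (mix at 1.3 mM/130 uM); top library doses 57.5 and 19.1 uM final.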
* = called active by the depositor; i = inactive; ? = inconclusive; / = no result given; [ ] = remark or other dose. Unless noted, calls come from the whole dose curve; as a rule, active = well fitted curve in the direction sought with a large enough effect; inconclusive = small, poorly fitted or top-dose-only effect, or another doubt; inactive = no such curve, though single readings can be large; an effect the other way counts as inactive or inconclusive. Unless noted, % is set by controls: 0 for no effect and ±100 for the full control effect.

Preview (four entries):
SMILES	GPT2 inh	SNCA viab count	NIH3T3 tox	FLuc inh	HEK cytotox	SNCA expr inh	IP6K1 inh
CC(C)c1ccc(CN2CC(CN[S+](=O)([O-])c3ccccc3)C3(C2)CN(c2ccccc2)C3)cc1 (centres undefined)	2%	5%	40µM*	-5%	?	-19%	-1
CC1CCN(C(=O)Cn2c(=O)n(CC3CCC(C(=O)NC(C)C)CC3)c(=O)c3sccc32)CC1 (centres undefined)	/	?	/	/	/	45%[activator]	-5
CN1C(=O)CC[C@]2(C(=O)NCc3cc(F)cc(F)c3)CCCC[C@@H]12	i	-5%	-1%	-8%	-2%	-1%	-8
COC1CCCN(c2ncnc3c2CCN(C(=O)c2ccoc2)CC3)C1 (centres undefined)	i	8%	-18%	0%	-2%	7%	0

The listing, repeating the preview:
SMILES	GPT2 inh	SNCA viab count	NIH3T3 tox	FLuc inh	HEK cytotox	SNCA expr inh	IP6K1 inh
CC(C)c1ccc(CN2CC(CN[S+](=O)([O-])c3ccccc3)C3(C2)CN(c2ccccc2)C3)cc1 (centres undefined)	2%	5%	40µM*	-5%	?	-19%	-1
CC1CCN(C(=O)Cn2c(=O)n(CC3CCC(C(=O)NC(C)C)CC3)c(=O)c3sccc32)CC1 (centres undefined)	/	?	/	/	/	45%[activator]	-5
CN1C(=O)CC[C@]2(C(=O)NCc3cc(F)cc(F)c3)CCCC[C@@H]12	i	-5%	-1%	-8%	-2%	-1%	-8
COC1CCCN(c2ncnc3c2CCN(C(=O)c2ccoc2)CC3)C1 (centres undefined)	i	8%	-18%	0%	-2%	7%	0
CSc1ccc(C2c3c(oc4ccc(F)cc4c3=O)C(=O)N2c2ccc(C)cn2)cc1 (centres undefined)	/	0%	/	/	/	32%[activator]	-13
COCCOC1CN(C2CCN(C(=O)Nc3ccccc3F)CC2)C12CCCCC2 (centres undefined)	-10%	3%	i	-10%	3%	43%[activator]	-1
COc1cc(-c2nc(Cn3nnc(C(=O)Nc4cccc(Cl)c4)c3C)c(C)o2)cc(OC)c1OC	/	7%	/	/	/	?	27
O=C1Nc2ccc(-c3ccsc3)cc2C(=O)N2CC[C@H](NS(=O)(=O)c3cccs3)[C@@H]12	i	4%	-26%	-18%	-3%	19%	-5
COCC(=O)N1CCCC(c2nn(-c3ccc(F)cc3)c(=O)[nH]2)C1 (centres undefined)	i	-8%[87.6 µM]	-26%[138 µM]	3%[172 µM]	1%[172 µM]	-11%[87.6 µM]	24
COCCN1CCCCCC(O)c2cc(C(=O)NCc3ccc(N4CCC(C)CC4)cc3)ccc21 (centres undefined)	i	-15%	28µM*	?	?	-19%	3
COC(=O)c1c(NC(=O)c2cc(=O)c3c(C)cc(C)cc3o2)sc2c1CCCC2	/	8%	/	/	/	0%	-3
COCCOC1CCOC2(CCN(C(=O)CCc3ccccc3)CC2)C1 (centres undefined)	i	7%[12.5 µM]	i	7%	7%	-11%	7
O=C(NC[C@H]1COCc2nc3ccccc3n21)c1cnccn1	-21%[88.5 µM]	6%[87.6 µM]	-21%[138 µM]	-18%[172 µM]	-15%[172 µM]	15%[87.6 µM]	-5
Cc1cccc(S(=O)Cc2ccc(C(=O)NC3CCCCCC3)o2)c1 (centres undefined)	/	-6%	/	/	/	-11%	15
CC(C)N(C(=O)Cn1cc(SCC(=O)Nc2ccccc2C(F)(F)F)c2ccccc21)C(C)C	/	16%	/	/	/	-10%	-6
COc1ccc(CNC(=O)CN2CC3CC(C2)[C@H]2CCCC(=O)N2C3)cc1 (some centres undefined)	i	3%	i	9%	1%	-5%	6
CC(=O)Nc1ccc(CN2C(=O)OC3(CCN(Cc4ccc(C#N)cc4)CC3)C2(C)c2ccccc2)cc1 (centres undefined)	?	-18%	-28%	-7%	?	3%	-13
O=C(c1ccncc1)N1CCC(c2nc(-c3cccnn3)no2)CC1	2%	-4%	i	8%	-3%	12%	11
Cc1cc(C)c(NC(=O)CSc2nc(=O)n(Cc3ccco3)c3c2CCC3)c(C)c1	/	6%	/	/	/	5%	-4
Cc1ccc(NC(=O)c2sc3ncnc(N(C)C4CCCCC4)c3c2C)c(C)c1	/	3%	/	/	/	0%	5
COc1ccc(Nc2oc(/C=C/c3cc(OC)c(OC)c(OC)c3)nc2C#N)cc1	/	?	/	/	/	10%	-9
Cc1sc2cc(C(=O)NC3CC3)[nH]c2c1CN1CCCCC1	i	3%	-10%	-6%	1%	0%	29
CCNC(=O)N(C1CC1)C1CCOC2(CCN(C(=O)NCc3ccc(F)cc3)CC2)C1 (centres undefined)	i	4%	-12%	10%	0%	-4%	-8
CNC(=O)[C@@H]1CN(S(=O)(=O)c2cnc[nH]2)C[C@H]1c1nc(C)no1	1%	-6%	-7%	-12%	-16%	-4%	1
COc1ccc(-c2noc(-c3cccn3CC(=O)NC3CCCCC3)n2)cc1F	3%	14%	3%	-6%	-26%	16%	23
COc1ccc(CCNC(=O)CCn2c(=O)c3ccccc3n(CC(=O)Nc3cccc(C)c3)c2=O)cc1OC	/	-3%	/	/	/	9%	-5
O=C(Cc1ccc(NC(=O)N2CCSc3ncccc32)cc1)NCc1cccc(Cl)c1	/	1%	/	/	/	22%	4
CCc1cccc(NC(=O)CSc2nncn3c2cc2sccc23)c1	/	-12%	/	/	/	-4%	10
C[C@@H]1O[C@@H](O[C@H]2[C@H](OC(=O)[C@]34CCC(C)(C)C[C@H]3C3=CCC5[C@@]6(C)C[C@H](O)[C@H](O[C@@H]7O[C@H](CO)[C@@H](O)[C@H](O)[C@H]7O)[C@@](C)(CO)C6[C@H](O)C[C@@]5(C)[C@]3(C)C[C@H]4O)OC[C@H](O)[C@@H]2O)[C@H](O)[C@H](O)[C@H]1O[C@@H]1OC[C@@H](O)[C@H](O[C@H]2OC[C@](O)(CO)[C@H]2O)[C@H]1O (some centres undefined)	i[11.5 µM]	-7%[12.5 µM]	/	/	/	/	-5
COc1ccc2c(c1)OCC(CNC(=O)c1ccc(N3CCN(C)CC3)cc1)C2 (centres undefined)	-1%	4%	?	-20%	?	8%	0
CCN1C(=O)C2(CCN(C(=O)c3ccc(OC(C)C)cc3)CC2)c2ccccc21	i	-3%	-27%	-8%	?	-4%	17
Cc1ccc(NC(=O)c2cnc3sc(N4CCOCC4)nn3c2=O)cc1N(C)C	/	-3%	/	/	/	2%	-9
CN(Cc1cccnc1)Cc1nc(C2(O)CCN(C(=O)c3cccc(F)c3)CC2)cs1	4%	0%	1%	3%	-2%	3%	4
NCc1ccc(-c2cccc(Cl)c2)cc1	-5%[88.5 µM]	-21%[87.6 µM]	32µM*	/	45µM*	34%[87.6 µM]	-16
CCOc1ccccc1NC(=O)Cn1cccc1-c1nc(-c2ccc(OC)c(F)c2)no1	i	?	-9%	4%	?	-10%	25
Cc1cccc(CNC(=O)CN2CC3CC(C2)[C@H]2CCCC(=O)N2C3)c1 (some centres undefined)	2%	0%	i	-2%	-3%	-18%	8
CCCn1c(C)cnc1CC1CCN(C(=O)CCC2CCCC2)C1 (centres undefined)	-2%	-8%	-5%	/	-21%	-9%	12
COc1ccccc1CNC(=O)C1CCN(S(=O)(=O)c2ccc3c(c2)CCCN3C(C)=O)CC1	/	11%	/	/	/	11%	-13
CCOC(=O)N1CCN(CCC(=O)Nc2cccc(F)c2)CC1	/	10%	/	/	/	27%	-13
CN1CCC(NCC2(COc3ccc(C(F)(F)F)cn3)C[C@@H](O)[C@@H](O)C2)CC1 (some centres undefined)	?	4%	?	-6%	-21%	2%	-8
Cc1cnc(C(=O)NC2C[C@H]3CC[C@@H](C2)N3C(=O)c2ccc(C)s2)cn1 (some centres undefined)	i	-4%	-10%	3%	i	-13%	2
Cn1nc(C2CCN(C(=O)c3ccccn3)CC2)c2c1CCOC2	i	-3%	i	-4%	16%	2%	0
COc1ccc(Nc2ccnc(N3CCN(C(=O)c4ccc(C)cc4)CC3)n2)cc1	-1%	?	32µM*	/	13µM*	-26%	15
CCOc1ccc(CN2CCc3nc(N4CCN(c5ccccn5)CC4)ncc3C2)cc1OC	/	-6%	/	/	/	?	-1
O=C(NCc1ccccc1F)C1CCN(c2nnc(-n3cccc3)s2)CC1	/	7%	/	/	/	34%[activator]	4
COCCn1c(C)cnc1CCNS(=O)(=O)c1cc(OC)ccc1OC	0%	-3%	-2%	6%	2%	-2%	5
O=C(NC1CC(c2nnc(CO)n2C2CC2)C1)c1nc2ccccc2[nH]1 (centres undefined)	?	11%	-17%	-3%	-5%	-21%	24
O=C(C1CCCN1C(=O)c1ccc(Cl)nc1)N1CCC(c2nc3ccncc3[nH]2)C1 (centres undefined)	2%	1%	-11%	/	-6%	20%	9
Cc1ccc(C(=O)N(Cc2ccco2)Cc2ccco2)cc1	/	7%	/	/	/	24%	7
OCCOCCn1cnc(-c2ccccc2)c1-c1ccc(-n2cccn2)cc1	-25%	?	-20%	-1%	-9%	4%	29
Cc1ccccc1Cc1nc(-c2nnn3c2COC(c2ccc(Cl)cc2)C3)no1 (centres undefined)	i	-12%	-37%	-11%	-23%	0%	0
CCC(Sc1nc2ncccc2o1)C(=O)Nc1ccc(OC)c(OC)c1 (centres undefined)	/	6%	/	/	/	-6%	1
COc1ccc(-c2nn(C)c3sc(C(=O)N4CCN(c5cccc(Cl)c5)CC4)cc23)cc1OC	/	12%	/	/	/	-9%	4
CCC(C)NC(=O)c1cc2n(n1)CC(c1ccc3c(c1)OCO3)OC2 (centres undefined)	1%	-2%	?	-2%	?	-14%	11
COc1ccc(N(CC(=O)N2CCN(c3ccccc3F)CC2)S(=O)(=O)c2c(C)noc2C)cc1	/	10%	/	/	/	31%[activator]	-7
Cc1nsc(NC(=O)N2CCC(C(C)O)CC2)n1 (centres undefined)	-12%	0%	-4%	?	-4%	193%[activator]	14
CC(C)(O)C#Cc1ccc(C(=O)N2CCC(O)(c3ccccn3)CC2)cc1	-5%	4%	-3%	-6%	-6%	9%	-9
CS(=O)(=O)Nc1cc(-c2noc([C@@H]3CCCN3Cc3ccccc3F)n2)ccn1	-14%[88.5 µM]	-2%[87.6 µM]	?	-14%[172 µM]	?	?	5
CCC(=O)NCCC1CCN(C(=O)Nc2ccccc2F)CC1	0%	16%	0%	-20%	0%	75%[activator]	3
CCCCOc1ccc(Cn2c(=O)oc3ccc(C)cc32)cc1OC	/	4%	/	/	/	2%	2
NC(=O)c1cccc(CN2CCC3(Cc4ccccc4N(C(=O)c4ccc(Cl)cc4)C3)C2)c1 (centres undefined)	?	?	?	/	35µM*	-9%	-4
